# WRN helicase inh: inhibitors of human WRN helicase | Q14191 | WRN helicase unwinding, fluorescent forked duplex, kinetic | Potency, µM (series often up to 114 µM), inactives show at the highest dose activity change, negative = inhibition, actives largely listed as inhibitors | 0.46% of 360,000 active | AID 651768; also: potency is read from the fitted curve at half-maximal effect; % is scaled to controls: 0 for no effect and ±100 for the full control effect; nearly all actives have a fitted effect of over 55% in size
# Target sequence (Q14191 whole entry, looked up): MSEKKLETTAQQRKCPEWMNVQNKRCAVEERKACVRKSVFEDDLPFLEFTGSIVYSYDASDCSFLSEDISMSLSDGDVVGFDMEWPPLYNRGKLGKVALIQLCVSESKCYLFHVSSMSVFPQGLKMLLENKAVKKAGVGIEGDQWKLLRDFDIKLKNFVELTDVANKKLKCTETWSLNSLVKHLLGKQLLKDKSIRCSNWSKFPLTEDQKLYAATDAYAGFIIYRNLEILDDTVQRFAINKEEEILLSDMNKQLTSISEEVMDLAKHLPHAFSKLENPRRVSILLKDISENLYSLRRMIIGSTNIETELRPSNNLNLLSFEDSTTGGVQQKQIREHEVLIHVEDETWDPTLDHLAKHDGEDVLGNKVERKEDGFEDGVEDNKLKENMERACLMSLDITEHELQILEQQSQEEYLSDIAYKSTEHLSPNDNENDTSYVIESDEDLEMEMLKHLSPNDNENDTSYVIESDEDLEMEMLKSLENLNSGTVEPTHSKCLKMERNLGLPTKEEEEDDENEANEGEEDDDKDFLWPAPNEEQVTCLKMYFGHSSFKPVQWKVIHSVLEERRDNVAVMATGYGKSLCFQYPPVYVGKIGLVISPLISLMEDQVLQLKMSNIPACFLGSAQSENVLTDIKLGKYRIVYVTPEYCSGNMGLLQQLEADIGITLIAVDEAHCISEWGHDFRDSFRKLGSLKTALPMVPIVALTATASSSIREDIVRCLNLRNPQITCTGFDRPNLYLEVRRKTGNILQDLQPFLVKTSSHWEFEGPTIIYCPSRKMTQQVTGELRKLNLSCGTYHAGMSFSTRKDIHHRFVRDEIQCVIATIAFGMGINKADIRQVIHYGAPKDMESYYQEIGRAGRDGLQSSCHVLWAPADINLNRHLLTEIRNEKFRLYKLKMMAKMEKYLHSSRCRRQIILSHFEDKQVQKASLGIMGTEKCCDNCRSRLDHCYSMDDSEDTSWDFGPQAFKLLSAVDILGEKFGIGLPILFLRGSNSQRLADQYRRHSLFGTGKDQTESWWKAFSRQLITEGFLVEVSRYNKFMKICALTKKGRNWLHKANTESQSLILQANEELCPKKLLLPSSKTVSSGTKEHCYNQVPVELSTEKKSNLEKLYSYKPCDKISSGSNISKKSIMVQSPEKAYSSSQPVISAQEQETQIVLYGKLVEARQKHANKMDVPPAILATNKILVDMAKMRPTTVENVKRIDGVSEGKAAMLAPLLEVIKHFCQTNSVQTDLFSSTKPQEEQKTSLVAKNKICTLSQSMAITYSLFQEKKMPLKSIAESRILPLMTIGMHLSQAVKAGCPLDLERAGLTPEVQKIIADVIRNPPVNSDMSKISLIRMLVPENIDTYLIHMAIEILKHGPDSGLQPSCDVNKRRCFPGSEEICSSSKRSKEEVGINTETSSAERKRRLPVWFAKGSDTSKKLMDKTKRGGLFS
#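 Screening of the MLSMR collection measured strand separation of a quenched forked DNA duplex (100 nM) by 20 nM WRN with 2 mM ATP, all final. Compounds were preincubated with enzyme 15 min at room temperature.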
# PLK1 PBD inh: blocks phosphopeptide binding to human PLK1 polo-box domain. Potency, µM, for the others: max response, negative = inhibition, most hits filed as inhibitors. Plk1 PBD binding of FITC phosphopeptide, fluorescence polarization. 2.8% of 360,000 active. P53350. AID 720504; also: potency is read from the fitted curve at half-maximal effect; series mostly up to about 57 µM; % is scaled to controls: 0 for no effect and ±100 for the full control effect; nearly all actives have a fitted effect of over 65% in size
# D3 antag: D3 dopamine receptor (human) antagonism; P35462; D3R cells, DiscoveRx beta-arrestin luminescence, antagonist mode; active compounds read low; max response, negative = inhibition, %; 2.5% of 360,000 active; AID 652054; in the data active = max response below about -50%; inconclusive = no clear call, values can overlap the other calls; also: % is scaled to controls: 0 for no effect and ±100 for the full control effect; mostly tested at two doses, the higher about 12 µM
#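 Cells plated overnight at 1500 cells/well, then exposed to library compounds with dopamine controls for 90 minutes at 37 degrees C. DiscoveRx reagent added for 30–60 minutes at room temperature; luminescence read, quantitative HTS format.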
# DRD3 agonist: agonists of human D3 dopamine receptor | P35462 | D3R DiscoveRx beta-arrestin cells, luminescence, 90 min | max activation, % | 0.58% of 410,000 active | AID 652048; in the data active = max activation above about 30%; also: 0% is about no effect; mostly tested at two doses, the higher about 12 µM
#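 Cells at 1500/well, incubated overnight, then treated with pinned compounds (dopamine as control) for 90 min at 37 degrees C. DiscoveRx reagent added for 30 - 60 minutes at room temperature; luminescence read.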
# IL2 activator: activators of IL-2; IL-2 activation reporter assay, cell-based qHTS; stimulated with anti-CD3/CD4/CD28 beads; in transgenic mouse T cells; activation, % (series mostly up to about 46 µM); 0.065% of 360,000 active; in the data active = activation above about 50%; inconclusive = mostly about 30% to 49%; also: 0% is about no effect
#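 Using fluorescent plate cytometry, EGFP and DsRed are detected in transgenic mouse T cells stimulated 18 h at 37 degrees C with antibody-coated beads after 60 min compound pretreatment.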
# GLP1R ag: activates the human GLP-1 receptor; P43220; 0.007% of 380,000 active; Potency, µM (titrated, usually from 45.6 µM), inactives show at the highest dose activation, most hits filed as activators; HEK293 GLP-1R CRE-luciferase, luminescence, 4-6 h; cells express a hypersensitive GLP-1R form; also: potency is read from the fitted curve at half-maximal effect; % of control where 0% means no effect
# PI5P4K alpha inh: PI5P4K alpha (human) kinase inhibition. max response, %. 1.2% of 330,000 active. PI5P4Kalpha enzyme, ADP-Glo luminescence, 60 min; active compounds read low; active = max response of -50% or lower; inconclusive = between -30% and -50%; inactive = -30% or higher; also: value at the top dose of about 77 µM; % is scaled to controls: 0 for no effect and ±100 for the full control effect
#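 ADP-Glo luminescence end-point read after a 60 min room-temperature kinase reaction of PI5P4Kalpha plus substrate, initiated with ATP at 5 microM final. Buffer: 0.038 M HEPES pH 7.4, EGTA, 0.1% CHAPS, 5% DMSO.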
# GLP1R cytotox: cytotoxicity in counter-screen for GLP-1R inverse agonists. AID 624418. Potency, µM (highest dose often 38.3 µM), for the others: at the highest dose activity change, negative = inhibition, actives largely listed as inhibitors. 0.13% of 410,000 active. HEK293 cAMP-luciferase reporter cells, luminescence, 24 h;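 also: loss of luciferase light is scored as toxicity; potency is read from the fitted curve at half-maximal effect; % is scaled to controls: 0 for no effect and ±100 for the full control effect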
#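 Seeding density was 200 cells/uL; after overnight-length (12 h) culture, 23 nL compounds went on for 24 h at 37 °C. Readout used a luciferase detection reagent, luminescence taken after 12 min at room temperature.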
# GLP-1R inv ag: inverse agonists of human GLP-1 receptor | P43220 | HEK293 GLP-1R CRE-luciferase, luminescence, 24 h; GLP-1R form is constitutively active | AID 624417 | 1.6% of 410,000 active | Potency, µM (series often up to 38.3 µM), without a hit: top-dose activity change, negative = inhibition, usual class: inhibitors; also: potency is read from the fitted curve at half-maximal effect; % is scaled to controls: 0 for no effect and ±100 for the full control effect; nearly all actives have a fitted effect of over 55% in size
#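 Stable HEK293 clone (constitutively active GLP-1R + cAMP-response luciferase); 200 cells/uL plated, 12 h pre-culture, compound 24 hr, 37 deg C/5% CO2; detection reagent 12 min RT; luminescence.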
# * = called active by the depositor; ? = inconclusive; nt = no result given; [ ] = dose if it differs, or a comment. Unless noted, calls follow the shape of the dose curve; as a rule, active = well fitted curve in the direction sought with a large enough effect; inconclusive = small, poorly fitted or top-dose-only effect, or another doubt; inactive = no such curve, though single readings can be large; an effect the other way counts as inactive or inconclusive. The order is random, and some 7.8% of all compounds hit somewhere here.
# The opening ten entries (preview)
SMILES,WRN helicase inh,PLK1 PBD inh,D3 antag,DRD3 agonist,IL2 activator,GLP1R ag,PI5P4K alpha inh,GLP1R cytotox,GLP-1R inv ag
Cc1cc(C)c(C(=O)C[n+]2cccc(C(N)=O)c2)c(C)c1,7%,-4%,9,5,0.8,-1%,-3,20%,-17%
CC(C(=O)N1CCOCC1)N1c2cccc3cccc(c23)S1(=O)=O (stereo not drawn),-5%,-5%,-3,14,-0.2,-5%,nt,-1%,13%
O=C(COc1ccc(Cl)cc1)NC1=NN(c2ccccc2)C(=O)C1,-23%,-10%,-22,-9,-2.2,-2%,-58*,0%,?
CC1CCC(NC(=O)CCNS(=O)(=O)c2ccc3c(c2)CCC(=O)N3)CC1 (stereo not drawn),7%,-2%,-18,-3,-1.9,-3%,2,-10%,5%
CCCOc1ccc(S(=O)(=O)NNC(=O)c2cc3ccccc3o2)cc1,-7%,-10%,7,7,3.6,10%,-3,-5%,?
CCOC(=O)CSc1nc2cc(C(=O)OC)ccc2c(=O)n1CCN1CCOCC1,7%,-12%,-4,-1,-2.1,-5%,0,14%,22%
COc1ccccc1C(=O)OCn1nnc2ccccc2c1=O,-1%,-4%,?,-10,-3.9,11%,-2,0%,-17%
CC1CCC(NC(=O)C2CCN(c3nc4ccccc4s3)CC2)CC1 (stereo not drawn),0%,-10%,-17,12,-0.3,5%,4,15%,1%
C[C@@H](NC(=O)[C@@H]1Cc2ccccc2CN1C(=O)OC(C)(C)C)C(=O)NCc1ccco1,-11%,-9%,-12,-1,-1.4,8%,-3,1%,10%
COc1ccc(NC(=O)CS(=O)CC(=O)Nc2ccc(NC(C)=O)cc2)cc1 (stereo not drawn),?,-21%,-7,2,2.8,3%,0,-2%,7%

# All compounds of this part, from the first entry:
SMILES,WRN helicase inh,PLK1 PBD inh,D3 antag,DRD3 agonist,IL2 activator,GLP1R ag,PI5P4K alpha inh,GLP1R cytotox,GLP-1R inv ag
Cc1cc(C)c(C(=O)C[n+]2cccc(C(N)=O)c2)c(C)c1,7%,-4%,9,5,0.8,-1%,-3,20%,-17%
CC(C(=O)N1CCOCC1)N1c2cccc3cccc(c23)S1(=O)=O (stereo not drawn),-5%,-5%,-3,14,-0.2,-5%,nt,-1%,13%
O=C(COc1ccc(Cl)cc1)NC1=NN(c2ccccc2)C(=O)C1,-23%,-10%,-22,-9,-2.2,-2%,-58*,0%,?
CC1CCC(NC(=O)CCNS(=O)(=O)c2ccc3c(c2)CCC(=O)N3)CC1 (stereo not drawn),7%,-2%,-18,-3,-1.9,-3%,2,-10%,5%
CCCOc1ccc(S(=O)(=O)NNC(=O)c2cc3ccccc3o2)cc1,-7%,-10%,7,7,3.6,10%,-3,-5%,?
CCOC(=O)CSc1nc2cc(C(=O)OC)ccc2c(=O)n1CCN1CCOCC1,7%,-12%,-4,-1,-2.1,-5%,0,14%,22%
COc1ccccc1C(=O)OCn1nnc2ccccc2c1=O,-1%,-4%,?,-10,-3.9,11%,-2,0%,-17%
CC1CCC(NC(=O)C2CCN(c3nc4ccccc4s3)CC2)CC1 (stereo not drawn),0%,-10%,-17,12,-0.3,5%,4,15%,1%
C[C@@H](NC(=O)[C@@H]1Cc2ccccc2CN1C(=O)OC(C)(C)C)C(=O)NCc1ccco1,-11%,-9%,-12,-1,-1.4,8%,-3,1%,10%
COc1ccc(NC(=O)CS(=O)CC(=O)Nc2ccc(NC(C)=O)cc2)cc1 (stereo not drawn),?,-21%,-7,2,2.8,3%,0,-2%,7%
O=C(Nc1nnc(-c2cc(Cl)ccc2Cl)o1)C1=COCCO1,-4%,1%,-2,-15,1.0,-2%,-13,-19%,3%
COC(=O)c1cc2sccc2n1Cc1nc(-c2ccc(OC)cc2)oc1C,-8%,-9%,-20,-8,-1.2,0%,nt,9%,1%
Cc1ccc2cc(CCNC(=O)c3cccc([N+](=O)[O-])c3)c(=O)[nH]c2c1C,-5%,-3%,16,10,-0.8,5%,-2,-5%,11%
CCCCCCCN1CCC(=O)N(CCO)CC1,-2%,-1%,?,-26,0.9,5%,-8,?,4%
CC(C)C[C@@H](CN1CCC[C@@H]1CN1C(=O)C(=O)NC[C@@H]1Cc1ccccc1)N1C[C@H](Cc2ccc(O)cc2)N(CC2CCCCCC2)C(=O)C1=O,0%,-9%,3,23,-0.4,-4%,-21,-20%,?
O=C(c1ccc2c(c1)OCO2)C1CCCN(Cc2c(F)ccc(F)c2F)C1 (stereo not drawn),-12%,-7%,-17,-13,-3.2,2%,6,-3%,?
Cc1ccc(S(=O)(=O)Cc2ccc(C(=O)N3CCN(c4cc(C)ccc4C)CC3)o2)cc1,-17%,?,-29,12,-0.7,-10%,nt,-4%,8%
CC[C@]12c3[nH]c4cc(CCC(=O)N(C)C)ccc4c3CCN1C(=O)[C@@H](CC(=O)NCc1cccc(C(F)(F)F)c1)C[C@@H]2C(=O)N1CCN(C(=O)C2CC2)CC1,1%,-5%,6,8,1.0,6%,11,-10%,2%
CC(C(=O)NCc1ccccc1)N1CCN(c2ccc(F)cc2)CC1 (stereo not drawn),0%[57.1 µM],-13%,-6,-2,8.2,3%,0,-18%,?
CC(C)Nc1nc(Cl)nc(NNC(=O)C(C)Oc2ccccc2)n1 (stereo not drawn),2%,-20%,9,2,-1.8,-2%,2,-9%,1%
O=c1cc(-c2ccccc2)[nH]c2ccc(F)cc12,-4%,5%,-11,23,-1.3,9%,-2,5%,?
Cn1c(=O)c2ncn(CC(=O)NCCOc3ccc(C(C)(C)C)cc3)c2n(C)c1=O,-18%,-12%,50,2,-4.4,-6%,2,4%,-4%
CC1Sc2ccccc2N(CC(=O)N(C(C)C)C(C)C)C1=O (stereo not drawn),-4%,-13%,-70*,-3,-3.4,-2%,4,18%,-28%
CCc1nnc(NC(=O)CSc2nnc(C)n2Cc2ccccc2)s1,7%,-7%,22,1,0.3,1%,-8,-10%,21%
Cc1ccc(C(=O)N/N=C2\SCC(=O)N2c2cc(C)ccc2C)cc1,0%,3%,18,3,0.7,-1%,2,5%,4%

# Other records follow:
SMILES,WRN helicase inh,PLK1 PBD inh,D3 antag,DRD3 agonist,IL2 activator,GLP1R ag,PI5P4K alpha inh,GLP1R cytotox,GLP-1R inv ag
Cc1cc(Cl)ccc1NC(=O)C1COc2ccccc2O1 (stereo not drawn),-2%,2%,4,1,0.4,18%,11,-7%,2%
Cc1nc(C)c(-c2ccc(SCC(=O)Nc3cccc(Cl)c3)nn2)s1,1%,-11%,10,10,-3.4,28%,-5,-10%,35%[activator]
O=C(COC(=O)[C@@H]1CCCN1S(=O)(=O)c1ccccc1F)NCc1ccc2c(c1)OCO2,-6%,-8%,27,2,0.2,-1%,1,-10%,3%
COCCNc1nc(-c2ccccc2)nc2c1oc1ccccc12,-17%,4%,11,8,-1.4,0%,6,0%,?
Cc1ccc(-n2ccnc2SCC(=O)O)c(C)c1,11%,-4%,8,3,0.5,-1%,1,-5%,-20%
Cc1occc1C(=O)Nc1ccc2ccccc2c1,-12%,-5%,11,-1,0.4,2%,2,-5%,?
O=S(=O)(CCSc1ccc(C(F)(F)F)cn1)c1ccccc1,9%,6%,-6,-9,-0.7,1%,17,-6%,0%
CC(C)(C)c1ccc(OCC(=O)NNC(=S)NC(=O)c2ccco2)c(Br)c1,-7%,?,15,-11,0.6,-12%,0,-4%,-11%
Cc1ccc(CN2CCN(Cc3cccc4c3OCO4)CC2CCO)cc1 (stereo not drawn),-8%,0%,-94*,-28,-2.8,11%,7,-4%,-30%
CCn1cc(C(=O)O)c(=O)c2cc(F)c(N3CCN(C(=S)NC(=O)c4ccccc4C)CC3)cc21,-12%,?,0,5,0.1,8%,0,-11%,18%
CN1CCN(CC(=O)c2cc(C(C)(C)C)c(O)c(C(C)(C)C)c2)CC1,-11%,-25%,?,-13,-0.5,-9%,-12,?,?
CCCCSc1cc(=O)[nH]c(N)n1,6%,-8%,-10,-10,0.3,11%,-2,14%,0%
CN(CCc1ccccc1)C(=O)c1cccc(NC(=O)Cc2cccc(NC(=O)C3CCN(C(=O)c4ccccc4)CC3)c2)c1,-6%,-22%,0,-27,-0.5,-4%,-6,24%,4%
COc1ccccc1-n1cnc2cc(NC(=O)c3ccco3)ccc21,-14%[57.1 µM],-3%,-8,10,-2.2,8%,nt,?,0%
Cn1c(=O)c2c(-c3ccc(C(C)(C)C)cc3)n(CC3CCCO3)cc2n(C)c1=O (stereo not drawn),1%,-16%,11,0,2.3,8%,nt,-3%,0%
Nc1c(-c2ccc(F)cc2)cnn1C1CCS(=O)(=O)C1 (stereo not drawn),-4%,1%,-15,-6,-0.1,-6%,7,4%,-23%
COC(=O)c1sccc1NC(=O)CC1C(=O)NCCN1C(=O)Nc1ccc(OCc2ccccc2)cc1 (stereo not drawn),-11%,-3%,9,5,0.2,18%,8,2%,?
Cc1ccc(F)c(S(=O)(=O)NC(=O)C2(C)CCN2C(=O)C/C=C/c2ccccc2)c1 (stereo not drawn),-3%,-11%,11,2,0.5,6%,6,0%,14%
CC12CCC(=O)N1C(C(=O)OCC(=O)Nc1cccc(Br)c1)CS2 (stereo not drawn),-6%[57.1 µM],3%,9,-3,-1.6,-4%,-12,3%,1%
Cc1n[nH]c(=O)nc1N1CCc2ccccc2C1,6%,-1%,32,-4,3.6,0%,1,-5%,4%
Cc1ccc(S(=O)(=O)N2CCN(C(=O)c3ccc(N4CCC(C)CC4)c([N+](=O)[O-])c3)CC2)cc1,-5%,0%,-14,-6,-4.2,-19%,-1,?,?
COc1cccc(CNc2nc3cc(-c4ccc(OC)c(OC)c4)sc3c(=O)n2C)c1,-15%,-6%,39,40*,5.0,3%,5,3%,-14%
COc1cc(SC)ccc1C(=O)Nc1c(Cl)cncc1Cl,-2%,-17%,-7,-3,5.0,14%,-8,23%[7.66 µM],15%[7.66 µM]
